Screening data (PubChem)
hERG protect: shields human hERG channel from block by proarrhythmic agents | activation (rescue from dofetilide block), less the hit threshold, % at 10 µM | 310,000 tested, 0.51% active | Q12809 | AID 1511 | CHO-hERG, FluxOR thallium flux, dofetilide IC70 present;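 active = activation above the mean of controls blocked by dofetilide plus 5 SD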;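 also: thallium influx through hERG after potassium depolarization seen as dye fluorescence rise; in these data hits start at about 4.7%; inactives centre near -7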
GSK3beta inhib: blocks human GSK3beta kinase activity; P49841; GST-GSK3beta kinase, ADP-Glo luminescence, 60 min; hits give low values; activity score (negative = inhibition), % at 10 µM; 300,000 tested, 0.038% active; AID 2097;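 active = more than half of replicate wells score below -50%, meaning over 50% inhibition versus plate controls; inconclusive = some replicates but at most half score below -50%; inactive = no replicate scores below -50%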;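 also: 0% = median DMSO wells and -100% = median GW8510 positive control wells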
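Test system: GST-tagged human GSK3beta kinase, cell-free; evaluation: activity score scaled between in-plate DMSO and GW8510 controls; measured by: ADP-Glo luminescence; incubation: 60 min reaction, RT; benchmarks: DMSO and 20 µM GW8510; reagent: peptide substrate plus 25 µM ATP (final); medium: Tris/MgCl2 kinase buffer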
GSK3 alpha inh: inhibitors of human GSK-3 alpha kinase; AID 2650; inhibition, % at 10 µM; 320,000 tested, 0.1% active; ADP-Glo luminescence, 60 min;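 in the data active = inhibition above about 50%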;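 also: GST-tagged GSK-3 alpha with peptide substrate and 25 µM ATP; 0% = DMSO neutral wells and 100% = GW8510 positive control wells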
KCNQ1 pot: potentiates or activates the human KCNQ1 potassium channel; CHO-K1 KCNQ1, thallium flux FluxOR fluorescence; hits give high values; AID 2648; 310,000 tested, 0.35% active; P51787; B-score at 10 µM;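 active = fluorescence ratio B-score, a plate-corrected score, at least three library SD, with initial intensity B-score within 5 SD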
Target sequence (P51787 whole entry, looked up): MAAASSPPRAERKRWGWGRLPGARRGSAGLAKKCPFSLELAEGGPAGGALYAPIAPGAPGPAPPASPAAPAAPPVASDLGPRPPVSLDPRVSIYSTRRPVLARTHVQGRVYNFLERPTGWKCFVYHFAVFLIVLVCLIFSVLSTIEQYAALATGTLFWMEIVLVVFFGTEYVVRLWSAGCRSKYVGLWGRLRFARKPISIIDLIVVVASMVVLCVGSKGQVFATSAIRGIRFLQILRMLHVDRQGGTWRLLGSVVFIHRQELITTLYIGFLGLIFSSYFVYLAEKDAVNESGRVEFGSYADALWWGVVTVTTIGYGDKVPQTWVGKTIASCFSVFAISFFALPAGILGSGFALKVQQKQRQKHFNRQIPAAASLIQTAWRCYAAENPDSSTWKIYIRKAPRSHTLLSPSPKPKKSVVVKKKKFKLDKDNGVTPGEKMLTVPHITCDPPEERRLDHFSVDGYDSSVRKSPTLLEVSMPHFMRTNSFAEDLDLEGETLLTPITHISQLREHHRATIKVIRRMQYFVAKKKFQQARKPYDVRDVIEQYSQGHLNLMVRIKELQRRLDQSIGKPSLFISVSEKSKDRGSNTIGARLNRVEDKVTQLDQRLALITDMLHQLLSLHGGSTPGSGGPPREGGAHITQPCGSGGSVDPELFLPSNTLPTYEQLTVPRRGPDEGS
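Doses: Single concentration per compound, DMSO matched to controls | Test system: KCNQ1-transfected CHO-K1 cells | Timing: 90 min dye loading and 20 min compound exposure, both at room temperature | Measured by: Kinetic FluxOR thallium fluorescence, 10-s 1-Hz baseline, 110-s post-stimulus read | Medium: Assay buffer with matched DMSO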
RGS4 act: RGS4 potentiation or activation; HEK293 M3R/inducible RGS4, carbachol calcium flux Fluo4; hits give low values; B-score at 10 µM; 310,000 tested, 0.92% active;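 active = B-score of the integrated calcium signal more than 4 SD below the library mean, with starting fluorescence not abnormally high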;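 also: negative B-score means reduced calcium response which marks RGS4 activation or potentiation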
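Assay system: HEK293 FlpIn-TREx cells, stable M3R, doxycycline-inducible RGS4 / Probe or stimulus: carbachol, ECmax concentration / Times: overnight RGS4 induction, 30 min dye load 37 °C, 20 min compound RT / Signal: kinetic calcium fluorescence imaging with Fluo4-AM dye, 2 µM / Measure: Agonist-evoked peak-minus-minimum fluorescence over baseline, integrated ratio, B score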
DYRK1A inh: Dyrk1A (rat) kinase inhibition. Q63470. ADP-Glo luminescence, NFATc1 peptide. inhibition, % at 12.5 µM. 310,000 tested, 0.43% active. AID 504441; in the data active = inhibition above about 50%;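 also: plate controls were vehicle with enzyme for no effect and no enzyme for full effect; many of its hits are not listed in these tables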
HDAC3 inhib: blocks human histone deacetylase 3 | O15379 | recombinant HDAC3, fluorogenic peptide/trypsin coupled, fluorescence | inhibition, % at 8.3 µM | 320,000 tested, 0.15% active; in the data active = inhibition above about 26%, passing the limit was not always enough; inconclusive = no clear call, values can overlap the other calls
KCNQ1 block: blocks the human KCNQ1 potassium channel | 310,000 tested, 1.3% active | CHO-K1 KCNQ1, FluxOR thallium flux fluorescence; hits give high values | B-score at 10 µM | AID 2642;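 active = compounds whose thallium flux B-score, printed positive for inhibition, exceeds three library SD while starting fluorescence stays within three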;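 also: channel opened by potassium depolarization with thallium stimulus after 20 min compound exposure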
PolyA inh: yeast polyadenylation inhibition. AID 1875. calls only at 12 µM. 300,000 tested, 0.02% active. S. cerevisiae SKY197-pL101 polyadenylation reporter, beta-gal luminescence; efflux-impaired pdr1/pdr3 knockout yeast; score 100 = 6 SD above DMSO;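 active = lowest replicate activity score at least 50, where 100 means six control SD above control mean; inconclusive = lowest score under 50 but half or more replicates reach 50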;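 also: yeast exposed to compound for 9 h at 30 °C; higher score means more reporter readthrough which indicates perturbed polyadenylation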
KCNK9 block: inhibitors of human KCNK9 two-pore domain potassium channel; Q9NPC2; AID 488922; 310,000 tested, 1.2% active; HEK293 KCNK9, FluxOR thallium flux fluorescence; hits give low values; B-score at 10 µM;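 active = ratio B-score over 3 SD below the library mean, with starting fluorescence within 5 SD of its mean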;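 also: negative B-score means less thallium flux so channel inhibition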
KCNK3 block: human KCNK3 channel inhibition, primary screen; O14649; CHO-KCNK3 thallium flux, FluxOR fluorescence; hits give low values; B-score at 10 µM; 340,000 tested, 0.84% active; AID 602410;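 active = B-score under library mean minus 4 SD, starting fluorescence ratio at most library mean plus 5 SD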;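 also: more negative B-score means stronger inhibition of thallium flux through KCNK3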
Target sequence (O14649 whole entry, looked up): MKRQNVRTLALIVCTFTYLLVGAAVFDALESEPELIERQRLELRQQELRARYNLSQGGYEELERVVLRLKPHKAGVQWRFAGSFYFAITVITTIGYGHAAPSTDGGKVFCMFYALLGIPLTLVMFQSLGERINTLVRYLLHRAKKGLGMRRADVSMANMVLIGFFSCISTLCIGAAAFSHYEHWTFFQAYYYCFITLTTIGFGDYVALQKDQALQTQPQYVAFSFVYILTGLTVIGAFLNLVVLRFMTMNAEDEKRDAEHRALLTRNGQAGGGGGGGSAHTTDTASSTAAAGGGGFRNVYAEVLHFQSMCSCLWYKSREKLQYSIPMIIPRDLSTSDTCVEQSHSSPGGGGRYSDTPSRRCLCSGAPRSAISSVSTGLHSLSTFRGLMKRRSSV
* marks the source's active call; other numbers are inactive results.

Results for O=C(O)c1c(-c2ccccc2)c(-c2ccccc2)nc2ccccc12 ?
hERG protect: -3; GSK3beta inhib: 5; GSK3 alpha inh: -2; KCNQ1 pot: inactive; RGS4 act: inactive; DYRK1A inh: -2; HDAC3 inhib: 0; KCNQ1 block: inactive; PolyA inh: inactive; KCNK9 block: inactive; KCNK3 block: inactive

How did O=C(Nc1ccnn1C1CCN(C(=O)Cc2ccccc2F)CC1)C1CC1 do in these assays?
hERG protect: -5; GSK3beta inhib: 1; GSK3 alpha inh: 0; KCNQ1 pot: inactive; RGS4 act: inactive; DYRK1A inh: -1; KCNQ1 block: inactive; PolyA inh: inactive; KCNK9 block: inactive; KCNK3 block: inactive

How did COCc1cc(C)nc2sc(C(=O)NC3CCCCC3)c(N)c12 do in these assays?
hERG protect: -16; GSK3beta inhib: 1; GSK3 alpha inh: 4; KCNQ1 pot: inactive; RGS4 act: inactive; DYRK1A inh: -13; HDAC3 inhib: -2; KCNQ1 block: inactive; PolyA inh: inactive; KCNK9 block: inactive; KCNK3 block: inactive

What do the screens show for `CCCCC1CCC(/C(N)=N/O)CC1` (centres undefined)?
hERG protect: -12; GSK3beta inhib: 2; GSK3 alpha inh: -2; KCNQ1 pot: inactive; RGS4 act: inactive; DYRK1A inh: -2; HDAC3 inhib: 2; KCNQ1 block: inactive; PolyA inh: inactive; KCNK9 block: inactive; KCNK3 block: inactive

How did CCN1CCN(C(=S)Nc2cc(S(=O)(=O)N(CC)CC)ccc2C)CC1 do in these assays?
hERG protect: -10; GSK3beta inhib: -2; GSK3 alpha inh: -2; KCNQ1 pot: inactive; RGS4 act: inactive; DYRK1A inh: -1; HDAC3 inhib: -8; KCNQ1 block: inactive; PolyA inh: inactive; KCNK9 block: inactive; KCNK3 block: inactive

Results for CC(C)(C)C1CCc2c(sc3ncn(N)c(=N)c23)C1 (centres undefined) ?
hERG protect: -14; GSK3beta inhib: 1; GSK3 alpha inh: 4; KCNQ1 pot: inactive; RGS4 act: inactive; DYRK1A inh: 6; HDAC3 inhib: 2; KCNQ1 block: inactive; PolyA inh: inactive; KCNK9 block: inactive; KCNK3 block: inactive

How did CCCCCCNC(=O)C(C(=O)OCC)C1CCCCC1 (centres undefined) do in these assays?
hERG protect: -5; GSK3beta inhib: -29; GSK3 alpha inh: 0; KCNQ1 pot: inactive; RGS4 act: inactive; DYRK1A inh: 24; HDAC3 inhib: -2; KCNQ1 block: inactive; PolyA inh: inactive; KCNK9 block: inactive; KCNK3 block: inactive

How did Cc1cc(C)nc(Nc2nc3ccccc3s2)n1 do in these assays?
hERG protect: -11; GSK3beta inhib: -1; GSK3 alpha inh: 0; KCNQ1 pot: inactive; RGS4 act: inactive; HDAC3 inhib: 0; KCNQ1 block: inactive; PolyA inh: inactive; KCNK9 block: inactive; KCNK3 block: inactive

Results for Cc1ccc(Nc2nc(N)c([N+](=O)[O-])c(N3CCOCC3)n2)cc1 ?
hERG protect: -6; GSK3beta inhib: 3; GSK3 alpha inh: 2; KCNQ1 pot: inactive; RGS4 act: inactive; DYRK1A inh: 5; HDAC3 inhib: 2; KCNQ1 block: inactive; PolyA inh: inactive; KCNK9 block: inactive; KCNK3 block: inactive

What do the screens show for `O=C(NCc1ccc(OC(F)(F)F)cc1)C1CC(c2ccccc2C(F)(F)F)=NO1` (centres undefined)?
hERG protect: 0; GSK3beta inhib: 0; GSK3 alpha inh: -3; KCNQ1 pot: inactive; RGS4 act: inactive; DYRK1A inh: 11; HDAC3 inhib: 15; KCNQ1 block: inactive; PolyA inh: inactive; KCNK9 block: inactive; KCNK3 block: inactive

Results for c1ccc(-c2nc(CSc3nnc(-c4cccs4)o3)cs2)cc1 ?
hERG protect: -9; GSK3beta inhib: -2; GSK3 alpha inh: -3; KCNQ1 pot: inactive; RGS4 act: inactive; DYRK1A inh: 3; HDAC3 inhib: -3; KCNQ1 block: inactive; PolyA inh: inactive; KCNK9 block: inactive; KCNK3 block: inactive

Results for CC(C)CC(NC(N)=O)C(=O)Nc1ccc2c(c1)OCO2 (centres undefined) ?
hERG protect: -10; GSK3beta inhib: -3; GSK3 alpha inh: 1; KCNQ1 pot: inactive; RGS4 act: inactive; DYRK1A inh: 4; HDAC3 inhib: -3; KCNQ1 block: inactive; KCNK9 block: inactive; KCNK3 block: inactive

What do the screens show for `Cc1ccc(-n2c(COc3c(C)cccc3C)nnc2SCC(=O)Nc2nccs2)cc1`?
hERG protect: -10; GSK3beta inhib: 3; GSK3 alpha inh: 3; KCNQ1 pot: inactive; RGS4 act: inactive; DYRK1A inh: -6; HDAC3 inhib: 2; KCNQ1 block: inactive; PolyA inh: inactive; KCNK9 block: inactive; KCNK3 block: inactive

Results for O=C(COC(=O)c1cc(=O)[nH]c(=O)[nH]1)Nc1cccc(S(=O)(=O)N2CCOCC2)c1 ?
hERG protect: 0; GSK3beta inhib: -2; GSK3 alpha inh: -1; KCNQ1 pot: inactive; RGS4 act: inactive; HDAC3 inhib: 4; KCNQ1 block: inactive; PolyA inh: inactive; KCNK9 block: inactive; KCNK3 block: inactive

Results for O=C(NCCn1cccn1)C1CCC(=O)N(CCc2ccccc2)C1 (centres undefined) ?
hERG protect: -12; GSK3beta inhib: 3; GSK3 alpha inh: -4; KCNQ1 pot: inactive; RGS4 act: inactive; DYRK1A inh: -2; HDAC3 inhib: 3; KCNQ1 block: inactive; KCNK9 block: inactive; KCNK3 block: inactive

Results for CCCCNc1c([N+](=O)[O-])cc(C)cc1[N+](=O)[O-] ?
hERG protect: -3; GSK3beta inhib: -3; GSK3 alpha inh: -5; KCNQ1 pot: inactive; RGS4 act: inactive; DYRK1A inh: -1; HDAC3 inhib: inconclusive; KCNQ1 block: inactive; PolyA inh: inactive; KCNK9 block: inactive; KCNK3 block: inactive

Results for Cc1cccc(NC(=S)N2CCC(NC(=O)C3CCCCC3)CC2)c1 ?
hERG protect: -5; GSK3beta inhib: -1; GSK3 alpha inh: -3; KCNQ1 pot: inactive; RGS4 act: inactive; DYRK1A inh: -8; HDAC3 inhib: -8; KCNQ1 block: inactive; PolyA inh: inactive; KCNK9 block: inactive; KCNK3 block: inactive

What do the screens show for `CCOc1ccc(S(=O)(=O)NCc2ccncc2)cc1NC(=O)c1ccccc1`?
hERG protect: -17; GSK3beta inhib: 1; KCNQ1 pot: inactive; RGS4 act: inactive; DYRK1A inh: -9; KCNQ1 block: inactive; KCNK9 block: inactive; KCNK3 block: inactive

Results for CSc1cccc(NC(=S)N(Cc2ccc(C)cc2)Cc2ccccn2)c1 ?
hERG protect: -8; GSK3beta inhib: 4; GSK3 alpha inh: 1; KCNQ1 pot: inactive; RGS4 act: inactive; HDAC3 inhib: 8; KCNQ1 block: inactive; PolyA inh: inactive; KCNK9 block: inactive; KCNK3 block: inactive

Results for CCCOc1ccc(CNC(=O)Cn2c(=O)oc3ccccc32)cc1 ?
hERG protect: -6; GSK3beta inhib: -2; GSK3 alpha inh: 0; KCNQ1 pot: inactive; RGS4 act: inactive; DYRK1A inh: -8; HDAC3 inhib: -5; KCNQ1 block: inactive; PolyA inh: inactive; KCNK9 block: inactive; KCNK3 block: inactive

Next section, overlapping the part above by 2 compounds.
Results for CSc1cccc(NC(=S)N(Cc2ccc(C)cc2)Cc2ccccn2)c1 ?
hERG protect: -8; GSK3beta inhib: 4; GSK3 alpha inh: 1; KCNQ1 pot: inactive; RGS4 act: inactive; HDAC3 inhib: 8; KCNQ1 block: inactive; PolyA inh: inactive; KCNK9 block: inactive; KCNK3 block: inactive

Results for CCCOc1ccc(CNC(=O)Cn2c(=O)oc3ccccc32)cc1 ?
hERG protect: -6; GSK3beta inhib: -2; GSK3 alpha inh: 0; KCNQ1 pot: inactive; RGS4 act: inactive; DYRK1A inh: -8; HDAC3 inhib: -5; KCNQ1 block: inactive; PolyA inh: inactive; KCNK9 block: inactive; KCNK3 block: inactive

Results for Cc1onc(-c2ccccc2Cl)c1C(=O)NCCCc1ccccc1 ?
hERG protect: -9; GSK3beta inhib: 0; GSK3 alpha inh: 2; KCNQ1 pot: inactive; RGS4 act: inactive; DYRK1A inh: 0; KCNQ1 block: inactive; PolyA inh: inactive; KCNK9 block: inactive; KCNK3 block: inactive

Results for CCOC(=O)c1cnc2nc(NCc3ccc(OC)c(OC)c3)[nH]n2c1=O ?
hERG protect: -2; GSK3beta inhib: 2; GSK3 alpha inh: -6; KCNQ1 pot: inactive; RGS4 act: inactive; DYRK1A inh: 1; HDAC3 inhib: -1; KCNQ1 block: inactive; PolyA inh: inactive; KCNK9 block: inactive; KCNK3 block: inactive

Results for N#CCCn1c(SCC(=O)c2c[nH]c3ccccc23)nc2ccccc21 ?
hERG protect: -7; GSK3beta inhib: -4; GSK3 alpha inh: -1; KCNQ1 pot: inactive; RGS4 act: inactive; DYRK1A inh: 0; HDAC3 inhib: 1; KCNQ1 block: inactive; PolyA inh: inactive; KCNK9 block: inactive; KCNK3 block: inactive

What do the screens show for `COc1ccccc1N1CCN(C(=O)c2c(C)cc(=O)oc2C)CC1`?
hERG protect: -7; GSK3beta inhib: -2; GSK3 alpha inh: 0; KCNQ1 pot: inactive; RGS4 act: inactive; DYRK1A inh: 11; HDAC3 inhib: -12; KCNQ1 block: inactive; PolyA inh: inactive; KCNK9 block: inactive; KCNK3 block: inactive

Results for O=C(CCCCCN1C(=O)CCC1=O)NCc1ccccc1 ?
hERG protect: -8; GSK3beta inhib: -2; GSK3 alpha inh: 3; KCNQ1 pot: inactive; RGS4 act: inactive; HDAC3 inhib: 0; KCNQ1 block: inactive; PolyA inh: inactive; KCNK9 block: inactive; KCNK3 block: inactive

What do the screens show for `C/C(=N/N1CCN(Cc2cccc3ccccc23)CC1)c1cccnc1`?
hERG protect: -7; GSK3beta inhib: 3; GSK3 alpha inh: 0; KCNQ1 pot: inactive; RGS4 act: inactive; DYRK1A inh: -1; HDAC3 inhib: -14; KCNQ1 block: inactive; PolyA inh: inactive; KCNK9 block: inactive; KCNK3 block: inactive

Some of the compounds tested. The share of hits here may be higher or lower than overall.
